Screens from PubChem BioAssay.
H1N1 NS1A inhibition – H1N1 influenza NS1A inhibitors, functional cell based assay (AID 504329). NS1A functional cell-based assay, percent inhibition; higher % means a stronger effect. inhibition, % at 12.5 µM, or IC50 in µM where a hit was titrated. 0.3% of 340,000 active; in the data active means a potency from the dose series; inconclusive means inhibition above about 27% without an active follow-up result; further: strong numbers were not always called active
Salmonella PhoP GFP – PhoP regulon inhibitors, Salmonella typhi PhoP promoter GFP reporter, confirmatory (AID 1850); 0.33% of 310,000 active; inhibition, % at 50 µM, or IC50 in µM where a hit was titrated; Salmonella Typhi PhoP-promoter GFP reporter, fluorescence, 4 h; higher % means a stronger effect; in the data active means a potency from the dose series; inconclusive means inhibition mostly from about 25% at the one dose, without a potency; inactive means the rest, 99 in 100 with inhibition below about 19%;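 further: 0% = induced wells with vehicle and 100% = uninduced wells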
M. tuberculosis – growth inhibition of non-replicating M. tuberculosis (AID 488890); Mycobacterium tuberculosis non-replicating, growth inhibition; higher % means a stronger effect; one-dose inhibition, % at 25 µM; IC50 in µM for titrated hits; 0.39% of 320,000 active; in the data active means a potency from the dose series; inconclusive means inhibition mostly from about 82% at the one dose, without a potency; inactive means the rest, 99 in 100 with inhibition below about 76%;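 further: plate controls were DMSO cells for no effect and high antibiotic wells for full effect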
VEEV TC-83 Vero – inhibitors of VEEV TC-83 cytopathic effect, confirmation, Vero cells (AID 588727); 0.13% of 350,000 active; inhibition, % at 20 µM, or IC50 in µM where a hit was titrated; Vero cells, VEEV TC-83 cytopathic effect inhibition; higher % means a stronger effect; in the data active means a potency from the dose series; inconclusive means inhibition mostly from about 14% at the one dose, without a potency; inactive means the rest, 99 in 100 with inhibition below about 12%; further: strong numbers were not always called active
H37Rv inhibition – M. tuberculosis growth inhibition, HTS (AID 449762); M. tuberculosis H37Rv growth inhibition, 7H9 media; higher % means a stronger effect; one-dose inhibition, % at 25 µM; IC50 in µM for titrated hits; 0.59% of 330,000 active; in the data active means a potency from the dose series; inconclusive means inhibition above about 70% without an active follow-up result;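 further: bacterial growth assessed after seven days of incubation; strong numbers were not always called active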
VEEV TC-83 Vero 10K pilot screen – further read-out of VEEV TC-83 Vero, marked with its call; inhibition, %; measured here: 10K pilot screen inhibition
Active calls of the source: *; i = inactive; u = inconclusive; x = no result given; & = joins results of further samples.

SMILES	H1N1 NS1A inhibition	Salmonella PhoP GFP	M. tuberculosis	VEEV TC-83 Vero	H37Rv inhibition	others
COc1ccc(CN(C(=O)Cc2c[nH]c3ccccc23)C(C(=O)NC2CCCCC2)c2ccc(C)o2)cc1 (stereo not given)	-2%	-4%	40%	i	-4%
Fc1ccccc1NC(=S)NCCc1cccc(Cl)c1	-5%	0%	u	3.0%	-4%
C=CC(C)n1c(Br)nc2c1c(=O)[nH]c(=O)n2C (stereo not given)	-3%	-4%	2%	i	-10%
CCN1C(=O)/C(=C\N2CCCc3ccccc32)SC1=S	-5%	-4%	-2%	8.4%	-4%
CC(=O)Nc1ccc(S(=O)(=O)NCc2ccc(C)n2C)cc1	3%	1%	17%	1.3%	1%
Cc1ccc(/C=N\NC(=O)COc2ccc(C)cc2[N+](=O)[O-])cc1	-3%	-2%	8%	0.5%	-6%
COc1ccc(C(=O)NNC(=O)Cc2nc3ccccc3n2C)cc1	-24%	x	13%	0.8%	8%
Cc1ccc(CCNC(=O)C2CCCN(c3nc4ccccc4o3)C2)cc1 (stereo not given)	3%	12%	-9%	i	1%
COc1ccc(-c2nnc3sc(CN4C(=O)c5ccccc5C4=O)nn23)cc1	-6%	-2%	-7%	0.4%	-3%
COc1ccc(CCN(CC(=O)NC2CCCC2)C(=O)CCC(=O)Nc2cc(C)on2)cc1OC	-4%	-6%	-5%	1.8%	-2%	VEEV TC-83 Vero 10K pilot screen=1.0
COc1ccc(CNC(=O)COc2ccc(C(=O)c3ccc(F)cc3)cc2)cc1	22%	-7%	-7%	0.6%	-1%
CSc1cccc(NC(=O)CNS(=O)(=O)c2ccccc2)c1	0%	0%	-4%	6.5%	-5%
COc1ccc(S(=O)(=O)N2C(=O)/C(=C3\SC(N)=NC3=O)c3ccccc32)cc1	-1%	1%	2%	0.9%	-2%
N=c1n(CCN2CCOCC2)c2ccccc2n1CC(O)COc1ccccc1 (stereo not given)	2%	-2%	-1%	0.4%	-5%
Cc1cc(C(=O)NCC(=O)OCC(=O)NCC2CCCO2)ccc1[N+](=O)[O-] (stereo not given)	9%	x	-6%	0.3%	-10%
Cc1ccc(/C=N/NC(=O)CSc2nc3ccccc3n2Cc2ccc(Cl)cc2)o1	4%	-6%	33%	2.6%	-5%
CSc1ccccc1NC(=O)c1cc(-c2cccnc2)nc2ccc(Br)cc12	1%	-6%	10%	8.8%	10%
CC(=O)Nc1ccc(N2C(=O)CCC2=O)cc1C	-4%	-1%	0%	i	0%	VEEV TC-83 Vero 10K pilot screen=0.8
Cc1cc2cc(CNC(=O)Nc3ccccc3)ccc2[nH]1	-2%	16%	30%	0.2%	2%
CC1(C)CC(=O)C=C(N2CCOCC2)C1	-6%	-8%	-23%	0.5%	-3%
O=C(C1=C[C@@H](c2csc3ccccc23)C[C@@H](OCc2ccc(CO)cc2)O1)N1CCN(Cc2ccc3c(c2)OCO3)CC1	4%	5%	46%	0.2%	10%	VEEV TC-83 Vero 10K pilot screen=1.4
COc1ccc(CN2CCC(CNC(=O)NC3CCCCC3)CC2)cc1	2%	3%	33%	i	4%
CSCCC1NC(=O)C(C(C)=Nc2ccccc2)=C1O (stereo not given)	7%	x	x	0.8%	x
Cc1ccc(C2=Nc3ccccc3SC(c3cccc([N+](=O)[O-])c3)C2)cc1 (stereo not given)	-9%	-7%	u	i	u
Nc1cc([N+](=O)[O-])ccc1OCc1ccccc1	-17%	x	x	3.2%	x

The closing 6 compounds of the part above open the next one.
SMILES	H1N1 NS1A inhibition	Salmonella PhoP GFP	M. tuberculosis	VEEV TC-83 Vero	H37Rv inhibition	others
CC1(C)CC(=O)C=C(N2CCOCC2)C1	-6%	-8%	-23%	0.5%	-3%
O=C(C1=C[C@@H](c2csc3ccccc23)C[C@@H](OCc2ccc(CO)cc2)O1)N1CCN(Cc2ccc3c(c2)OCO3)CC1	4%	5%	46%	0.2%	10%	VEEV TC-83 Vero 10K pilot screen=1.4
COc1ccc(CN2CCC(CNC(=O)NC3CCCCC3)CC2)cc1	2%	3%	33%	i	4%
CSCCC1NC(=O)C(C(C)=Nc2ccccc2)=C1O (stereo not given)	7%	x	x	0.8%	x
Cc1ccc(C2=Nc3ccccc3SC(c3cccc([N+](=O)[O-])c3)C2)cc1 (stereo not given)	-9%	-7%	u	i	u
Nc1cc([N+](=O)[O-])ccc1OCc1ccccc1	-17%	x	x	3.2%	x
Cc1cc2cc3c(cc2nc1SCC(=O)O)CCC3	4%	6%	24%	0.9%	7%
C/C(=N\NC(=O)c1ccc(Cl)cc1)c1ccccn1	-6%	33µM*	0.89µM*	14%	u
CC(=O)C1=C(O)C(=O)N(C)C1c1ccccc1[N+](=O)[O-] (stereo not given)	1%	-17%	-4%	i	8%
CC(=O)c1sc(NC(=O)c2ccc(F)c(F)c2)nc1C	5%	2%	1%	4.2%	0%
O=C(C[N+]1(CC#Cc2ccccc2)CCOCC1)c1ccccc1	-7%	-12%	u	0.5%	7%
O=C(C[n+]1ccc(C(=O)c2ccccc2)cc1)Nc1ccc(C(F)(F)F)cc1	3%	14%	63%	2.3%	22µM*
O=C(NCC1CCCO1)c1onc(CSc2cccc3ccccc23)c1C(=O)O (stereo not given)	-14%	-8%	22%	0.9%	1%
Cc1cccn2c(=O)c(C=O)c(Nc3ccccc3)nc12	3%	9%	u	0.6%	39%
COc1ccc(NC(=O)CCNS(=O)(=O)c2cccc3nsnc23)c(OC)c1	4%	14%	-7%	0.9%	4%
O=C(NCc1cccnc1)Nc1ccccc1	2%	-3%	-4%	1.6%	-11%
Cc1ccc(C(=O)N2c3ccccc3OCC2C)cc1 (stereo not given)	-2%	-1%	13%	1.2%	9%
COc1cc(/C=C2\C[C@H]3[C@@H]4CC=C5C[C@@H](N6CCCC6)CC[C@]5(C)[C@H]4CC[C@]3(C)[C@H]2O)cc(OC)c1OC	-8%	x	x	i	x
COc1cc(CNn2cn[nH]c2=S)ccc1OCC(=O)NC(C)(C)C	-7%	-5%	12%	0.2%	-2%
Cc1ccc(Cl)cc1N1CCN(CC(=O)NC2CCCc3ccccc32)CC1 (stereo not given)	3%	-10%	21%	2.6%	32µM*
CC1=C(C)C(=O)N(C(C)CCc2ccccc2)C1=O (stereo not given)	-21%	-5%	6%	i	-1%
CC(=O)SCCC(=O)N1C(C)CCCC1C(=O)O (stereo not given)	-6%	-6%	-14%	i	-5%
Cc1cc(OCc2cc(C(=O)N(C)C(C)c3ccccn3)no2)cc(C)c1Cl (stereo not given)	-1%	8%	25%	3.1%	6%
COCCSc1nnc(NC(=O)c2ccc(NC(C)=O)cc2)s1	-7%	12%	-2%	1.2%	-3%
CN(C)c1ccc(C(CN)c2c[nH]c3ccccc23)cc1 (stereo not given)	u	7%	28%	i	14%
Cc1cc(C)n(-c2cccc(F)n2)n1	-18%	9%	-5%	0.1%	-11%
COc1ccc(-c2cc(C)no2)cc1S(=O)(=O)NCCCN(C)Cc1ccccc1	1%	6%	7%	1.7%	0%
CCN(CC)S(=O)(=O)c1cc(Br)ccc1OC	-10%	2%	6%	6.9%	4%
COc1ccc(OC)c(CNC(=O)C(C)n2nc(C)c3c(C)n(-c4ccccc4)nc3c2=O)c1 (stereo not given)	-3%	4%	-1%	1.2%	3%
Cn1c(CCN2CCN(c3ccccc3)CC2)nc2cc(NC(=O)c3ccco3)ccc21	-10%	-1%	u	6.8%	-12%
CCCCCCCCCCCCCCCC(=O)OC/C=C(C)/C=C/C=C(C)/C=C/C1=C(C)CCCC1(C)C	2%	-4%	-13%	2.2%	10%
Additional compounds:
SMILES	H1N1 NS1A inhibition	Salmonella PhoP GFP	M. tuberculosis	VEEV TC-83 Vero	H37Rv inhibition	others
NC(=O)CC1C(=O)N(c2ccccc2)C(=S)N1NC(=O)c1ccccc1 (stereo not given)	-13%	12%	-5%	0.8%	2%
CCC(C)C(NS(=O)(=O)c1ccc(C)cc1)C(=O)Oc1ccc2c3c(c(=O)oc2c1)CCC3 (stereo not given)	-4%	-3%	25%	0.8%	-2%
CC(=O)c1ccc(C(C)(C)c2ccc(C(C)=O)s2)s1	4%	9%	-11%	i	-3%	VEEV TC-83 Vero 10K pilot screen=0.5
C/C(=C\c1ccccc1)C(=O)N1CCN(c2cccc(C(F)(F)F)c2)CC1	-2%	-4%	x	1.2%	-10%
CN1CCN(c2ccccc2NC(=O)c2cccc(OCc3ccccc3)c2)CC1	12%	-6%	53%	5.8%	37%
CC(C)OCCCNC(=O)CN1C(=O)/C(=C/c2ccccc2F)Oc2ccccc21	-16%	-9%	-6%	1.4%	-3%
CCOC(=O)c1cc(-c2ccccc2)sc1NC(=O)COC(=O)c1ccc(Cl)c(S(N)(=O)=O)c1	-1%	2%	1%	3.6%	-5%
C[C@@]12CCC[C@H](O1)[C@@H]([C@H](O)c1ccccc1)O2	-6%	x	3%	i	-1%
O=C(COc1ccc(Br)cc1)NCCNC(=O)c1ccccn1	-11%	-9%	-6%	1.8%	-17%
CN(Cc1nc(-c2ccc(Cl)cc2)no1)C(=O)c1ccc2c(c1)OCO2	-11%	8%	24%	2.4%	1%
CCCN=CC1=C(O)CC(c2ccccc2)CC1=O (stereo not given)	4%	-3%	-20%	0.2%	-13%
COc1ccc(S(=O)(=O)N(C)C[C@H]2Oc3ccc(NC(=O)Nc4c(C)noc4C)cc3C(=O)N([C@H](C)CO)C[C@@H]2C)cc1	-4%	x	0%	0.4%	0%
CCCc1cc2c(cc1NC(=O)c1ccco1)OCO2	-1%	6%	-19%	i	0%
O=C(CSc1nccc(=O)[nH]1)NCc1ccco1	-20%	20%	-3%	4.9%	-12%
CN(C(=O)COC(=O)c1ccc(CN2CCCC2=O)cc1)c1ccccc1	1%	x	10%	i	6%
CN1C(=O)C(O)(CC(=O)c2ccccn2)c2cc(Br)ccc21 (stereo not given)	-5%	-1%	10%	2.0%	4%	VEEV TC-83 Vero 10K pilot screen=3.3
CCc1c(C)c(C#N)c2[nH]c3ccccc3n2c1=S	-20%	-4%	26%	1.4%	-10%
CCC(C)NC(=O)c1ccc(Cl)c(S(=O)(=O)Nc2ccccc2N2CCOCC2)c1 (stereo not given)	-10%	x	42%	5.2%	6%
CC(=O)NC1C(=O)N=C(SCC(=O)Nc2cccc(Cl)c2)NC1=O (stereo not given)	6%	12%	-8%	i	-6%
O=[N+]([O-])c1c(NCCO)cc(N2CCCCC2)c2nonc12	-8%	7%	3%	0.7%	7%
Cc1cccc(N(C)C(=S)Oc2ccc3ccccc3c2)c1	-2%	0%&1%	4%	4.2%	10%
C=CCn1c(SCC(=O)NCC2CCCO2)nc2sc(CC)cc2c1=O (stereo not given)	-4%	x	6%	i	8%
Cc1nc(NC(=O)c2ccccc2)sc1-c1csc(Nc2cccc(F)c2)n1	x	-8%	13%	x	6%
CN(C)S(=O)(=O)c1cccc(CSCc2cccc(S(=O)(=O)N(C)C)c2)c1	-7%	-18%	0%	0.0%	-2%
COc1ccc(/C=N/Nc2nccnc2Cl)c(OC)c1	-10%	4%	44%	2.7%	3%

Fetched one by one from the list above, 2 records:
SMILES	H1N1 NS1A inhibition	Salmonella PhoP GFP	M. tuberculosis	VEEV TC-83 Vero	H37Rv inhibition	others
NC(=O)CC1C(=O)N(c2ccccc2)C(=S)N1NC(=O)c1ccccc1 (stereo not given)	-13%	12%	-5%	0.8%	2%
CCCc1cc2c(cc1NC(=O)c1ccco1)OCO2	-1%	6%	-19%	i	0%

(cont.)
SMILES	H1N1 NS1A inhibition	Salmonella PhoP GFP	M. tuberculosis	VEEV TC-83 Vero	H37Rv inhibition	others
CCCNC(=O)NC(=O)CSc1nnc(C)n1N	0%	4%	-8%	0.7%	4%
Cc1ccc2c(Cl)cc(Cl)c(OCC(=O)NCCc3ccccn3)c2n1	3%	-14%	4%	7.3%	3%
CS(=O)(=O)N1Cc2ccccc2-n2nncc2C1	-1%	x	x	0.1%	x
COc1ccccc1C(=O)Nc1c(C)cc(Br)cc1C	3%	1%	59%	0.1%	u
CCCCC(=O)NC(NC(=S)N1CCCCCC1)C(Cl)(Cl)Cl (stereo not given)	-13%	-14%	0%	i	8%
COc1cc2cc(/C=C/C(=O)c3ccco3)c(Cl)nc2cc1OC	10%	-1%	61%	7.4%	u
Cc1ccc(NC(=O)CSc2nnc(CSc3nc(C)cc(C)n3)n2Cc2ccco2)c(C)c1	17%	7%	20%	6.1%	-3%	VEEV TC-83 Vero 10K pilot screen=5.5
c1ccc2c(C[C@@H]3CNCCN3CCCCC3CCCCC3)cccc2c1	15%	x	u	i	u
COc1ccccc1OCC(=O)/C=C1/N(C)c2ccccc2C1(C)C	7%	0%	x	7.0%	-3%
CC(=O)OCc1c(C(F)(F)F)nn(C)c1SCc1ccc(Cl)cc1	-5%	3%	-2%	0.5%	-6%
COC(=O)c1ccc(CNC(=O)COC(=O)CCC(=O)c2ccc(F)cc2)cc1	-13%	x	31%	2.3%	8%
